Tb PYK inh: T. brucei pyruvate kinase inhibition; Q57TT1; TbPYK enzyme, Kinase-Glo Plus ATP luminescence, 45 min; Potency, µM (doses to about 76.8 µM), for the others: top-dose activity, negative = inhibition, hits mostly inhibitors; actives 0.12% (n = 410,000); active = well fitted inhibition curve with a large enough effect; inconclusive = small, poorly fitted or top-dose-only effect; note: nearly all actives have a fitted effect of over 50% in size
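Luminescent Kinase-Glo Plus end-point after 45 min room-temperature reaction of T. brucei pyruvate kinase started with 130 uM ADP (final). Buffer TEA 50 mM pH 7.2 with KCl, MgCl2, BSA, Tween-20; titration-based qHTS with fitted concentration-effect curves.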
An asterisk follows results filed as active; ? = inconclusive; [ ] = remark or other dose. % is set by controls: 0 for no effect and ±100 for the full control effect; potency is the fitted concentration of half-maximal effect. These rows are one share of the data; count on the stated rates, not on these rows.

cpd	SMILES	Tb PYK inh
1	COC(=O)C[C@@H]1C[C@@H]2c3cc(NS(=O)(=O)c4ccc(F)cc4)ccc3O[C@@H]2[C@@H](CO)O1	-1%
2	O=C(C(=O)N1CCN(c2ccccc2F)CC1)c1cn(CC(=O)N2CCCC2)c2ccccc12	1%
3	COC(=O)c1ccc(NC(=O)C(c2ccccc2)N2Cc3ccccc3C2=O)cc1 (stereo not drawn)	-4%
4	COc1cccc(C(C)(O)c2nc(-c3ccc4ccccc4c3)cs2)c1 (stereo not drawn)	1%
5	COc1ccc(NC(=O)[C@@H]2CC=C[C@@H]3CCN(Cc4ccc(Cl)c(Cl)c4)C(=O)[C@@H]32)cc1	7%
6	Cc1ccc(OCCSc2nc3ccc(NC(=O)COc4ccc(C)cc4)cc3s2)cc1	3%
7	COCCNc1ncnc2c1c(-c1ccccc1)cn2-c1cccc(Cl)c1	-5%[15.4 µM]
8	CC(=O)Oc1ccc2occ(C(=O)c3ccccc3)c2c1	-5%
9	Nc1nc(SCc2ccccc2)c2ncn(C3OC(CO)C(O)C3O)c2n1 (stereo not drawn)	-4%
10	NC(Cc1ccc(F)cc1)c1csc(Nc2ncccn2)n1 (stereo not drawn)	-1%
11	Cc1cc2nccnc2cc1C	9%
12	CCN(C(=O)c1cc2c(=O)oc3ccccc3c2s1)c1ccccc1F	-3%
13	CCN(CC)S(=O)(=O)c1ccc(C(=O)NCCSc2c(-c3ccc(C)cc3)[nH]c3ccccc23)cc1	2%
14	COC(=O)c1ccccc1NC(=O)C1=CC(c2ccc(C)cc2)=NS(=O)(=O)N1C	1%
15	CCCC[C@@H]1CN=C(N)N1CCc1cccc(F)c1	-11%
16	N#Cc1cccc(NC(=O)N2CC[C@@]3(CCCNC3)C2)c1	-13%
17	Cc1nn2c(=O)cc(COC(=O)c3ccc(NC(=O)c4ccc(C(C)(C)C)cc4)cc3)nc2s1	-6%
18	C=CCN(CC=C)Cc1cc(=O)oc2ccccc12	2%
19	CC12CCC(O)CC1=CCC1C2CCC2(C)C(c3ccn[nH]3)CCC12 (stereo not drawn)	10%
20	Cc1ccc(C)c(NC(=O)Cn2c(=O)n(Cc3nc(C)no3)c(=O)c3cc4c(cc32)OCO4)c1	-3%
21	O=NN(Cc1cccnc1)Cc1cccnc1	4%
22	O=C1CC(=O)N(C2CCCCC2)C(=O)N1c1ccccc1S(=O)(=O)Oc1ccccc1	4%
23	O=C1NC(=O)C(=CC=Cc2ccccc2)S1	-3%
24	CCN(c1ccccc1)S(=O)(=O)c1nnc(NC(=O)COc2ccccc2F)s1	4%
25	COc1ccc(NC(=O)Cn2nc(-c3ccncc3)ccc2=O)cc1Cl	-1%
26	O=C(Nc1c(F)cccc1F)C(c1ccccc1)c1ccccc1	4%
27	N#Cc1cccc(OC(=O)C2CCN(C(=O)c3ccc(F)cc3)CC2)c1	1%
28	COc1cccc(-c2ccc3c(N)c(C(=O)c4ccc(Br)cc4)sc3n2)c1	5%
29	Cc1ccc(C)c(N2CCN(S(=O)(=O)c3cc(C(=O)Nc4cc(Cl)cc(Cl)c4)ccc3F)CC2)c1	-2%
30	CCc1ccc(C(=O)c2cn(Cc3ccccc3)c3cc(OC)c(OC)cc3c2=O)cc1	0%

Grouped by structure: those above with an aryl methoxy group (five)
cpd	SMILES	Tb PYK inh
4	COc1cccc(C(C)(O)c2nc(-c3ccc4ccccc4c3)cs2)c1 (stereo not drawn)	1%
5	COc1ccc(NC(=O)[C@@H]2CC=C[C@@H]3CCN(Cc4ccc(Cl)c(Cl)c4)C(=O)[C@@H]32)cc1	7%
25	COc1ccc(NC(=O)Cn2nc(-c3ccncc3)ccc2=O)cc1Cl	-1%
28	COc1cccc(-c2ccc3c(N)c(C(=O)c4ccc(Br)cc4)sc3n2)c1	5%
30	CCc1ccc(C(=O)c2cn(Cc3ccccc3)c3cc(OC)c(OC)cc3c2=O)cc1	0%

The main list resumes, starting 2 compounds before the break.
cpd	SMILES	Tb PYK inh
29	Cc1ccc(C)c(N2CCN(S(=O)(=O)c3cc(C(=O)Nc4cc(Cl)cc(Cl)c4)ccc3F)CC2)c1	-2%
30	CCc1ccc(C(=O)c2cn(Cc3ccccc3)c3cc(OC)c(OC)cc3c2=O)cc1	0%
31	CCOc1cccc(NC(=O)CSc2ncc(-c3ccccc3)[nH]2)c1	1%
32	COc1ccc(NC(=O)c2ccc3oc(=O)c(S(=O)(=O)c4ccc(F)cc4)cc3c2)cc1OC	2%
33	CC(=O)c1ccc(N2CCN(C(=O)Cn3ncc4c3-c3ccccc3OC4)CC2)cc1	-4%
34	COc1cnn(-c2cccc(Cl)c2)c(=O)c1Cl	-1%
35	O=C(Cn1c(=O)n2nc(-c3cccc(F)c3)nc2c2ccccc21)NCc1ccc(Cl)cc1	-14%
36	CCN(CC)CCN1CNC(=S)NC1	-2%
37	COc1cccc(NC(=O)CSc2nc(=O)n(Cc3ccncc3)c3c2CCC3)c1	-2%
38	O=C(CSCC(=O)c1ccc([N+](=O)[O-])cc1)c1ccc([N+](=O)[O-])cc1	1%
39	CCCCNC(=O)C1(C)CCCCN1C(=O)c1cccs1 (stereo not drawn)	2%
40	COc1cc(C=NNc2nc3c([nH]2)c(=O)n(C)c(=O)n3C)ccc1O	9%
41	CC1=C(c2ccc(C)c(C)c2)S(=O)(=O)N=C1N1CCC(C(=O)Nc2ccc(Cl)cc2)CC1	4%
42	O=[N+]([O-])c1ccc(NN=Cc2cc(Br)ccc2O)nc1	1%
43	CC(=O)Nc1ccc(NC(=O)c2cc(CN3CCCC3)on2)cc1	-2%
44	Cc1ccc(Cl)cc1NC(=O)COCc1cc(-c2ccco2)on1	-6%[15.4 µM]
45	Cc1ccccc1S(=O)(=O)N1C[C@H]2[C@H]3C(=O)N(C4CCCCC4)C(=O)[C@H]3CC(=O)[C@H]2[C@@H]1c1ccc(Cl)cc1	3%
46	CC(=O)N1CCC[C@@]2(CCN(c3ccncc3)C2)C1	-10%
47	Cc1cc(NC(=O)CSc2ncc(C(=O)Nc3ccc(C)c(C)c3)c(=O)n2C)no1	-3%
48	Cc1cc(C)n2c(Nc3c(C)cccc3C)c(CCc3ccccc3)nc2n1	2%
49	COc1ccccc1C(=O)Nc1nnc(S(=O)(=O)N(C)c2ccc(Cl)cc2)s1	0%
50	CCN1C(=O)[C@H]2[C@@H](c3ccc(C)cc3)N[C@]3(CCCN(Cc4cccn4C)C3=O)[C@H]2C1=O	3%
51	O=S(=O)(NCc1ccncc1)c1ccc(F)c(F)c1	1%
52	CCOC(=O)[C@]12Cc3cc(C)ccc3[C@H]1N(C(C)C)C(=O)c1ccccc12	-16%
53	CCC(C(=O)NCCc1ccc(SC)cc1)n1nc(C)c2c(C)n(-c3ccc(C)cc3)nc2c1=O (stereo not drawn)	2%
54	COc1ccccc1CNS(=O)(=O)c1ccc(-c2cc(C(F)(F)F)on2)s1	-2%
55	CC(=NNC(=S)N1CC2CCC(CC2)C1)c1cccc(C)n1	-19%
56	C[C@H](CO)N1C[C@H](C)[C@@H](CN(C)C(=O)NC2CCCC2)Oc2cc(Br)ccc2S1(=O)=O	6%
57	Cc1ccc(CCNC(=O)NCc2noc3ccc(C)cc23)cc1	-3%
58	CCOc1ccc(CCNC(=O)Cn2c(=O)c3cccn3c3ccc(F)cc32)cc1OCC	-1%
59	COc1ccc(CC(=O)N(Cc2nc(-c3ccc(C)cc3)no2)C(C)C)cc1	-5%
60	CC1(C(=O)NCCc2c[nH]c3ccccc23)CCN1Cc1ccccc1OC(F)F (stereo not drawn)	3%
61	CCCC(=O)Nc1ccc2nc(SCCOc3ccccc3)sc2c1	1%
62	COc1ccc(CCNc2ncnc3c2nnn3C)cc1	9%
63	c1ccc(SSc2ccccn2)nc1	?
64	O=C(CN1CCN(C(=O)c2ccco2)CC1)Nc1ccc2c(c1)OCO2	1%
65	COc1ccc(-n2c(=O)c3c(c4cc(OC)ccc4n3C)n(Cc3c(F)cccc3Cl)c2=O)cc1	4%
66	O=C(NCCc1cccs1)c1ccc(CS(=O)Cc2cccc(Cl)c2)o1 (stereo not drawn)	2%
67	O=C(Nc1ccc(-n2nncc2-c2ccccc2)cc1)c1cccc(F)c1	0%
68	CC(Sc1nc(=O)cc(N)n1CCc1ccccc1)C(=O)Nc1ccccc1C#N (stereo not drawn)	3%
69	Cc1c(C(=O)N(C)c2ccccc2)sc2nc(-c3ccc(F)cc3)cn12	-19%
70	COc1ccc(-c2nnn(CCc3nn[nH]n3)n2)cc1	-7%
71	CCc1ccccc1N=Cc1c(C)c(C#N)c2[nH]c3ccccc3n2c1=O	-2%
72	O=C1CCSC2(C(=O)N(Cc3ccc(F)cc3)c3ccccc32)N1c1cccc(F)c1 (stereo not drawn)	-1%[15.4 µM]
73	CCc1ccc(Nc2nn(-c3ccc(OC(F)(F)F)cc3)nc2C(C)=O)cc1	0%
74	Cc1c(C(=O)NCCN2CCOCC2)sc2nc(-c3ccc(F)cc3)cn12	-5%
75	C[C@@H]1CN([C@H](C)CO)C(=O)CCCn2cc(nn2)CO[C@H]1CN(C)S(C)(=O)=O	-2%
76	CCc1cccc(C)c1Nc1c(-c2cccc(O)c2)nc2nc(C)cc(C)n12	-1%
77	CCOc1ccc(CC(=O)Nc2c(C(=O)c3ccc(F)cc3)oc3ccccc23)cc1OCC	1%
78	CCOc1ccccc1OCCCCn1c(-c2ccc(Cl)cc2)nc2ccccc2c1=O	-16%
79	COCCn1c(=O)c(-c2cc(F)cc(F)c2)nc2cnc(Oc3ccccc3)nc21	-6%
80	COC(=O)c1ccc(Cn2c(SCC(=O)NCc3ccccc3)nc3ccccc32)cc1	-3%
81	COC(=O)C1=C(c2ccc(S(C)(=O)=O)cc2)C[C@@H]2CC[C@H]1N2C(=O)NCC1CC1	-7%
82	O=C(NCCCCCCCCNC(=O)c1cccc2ccccc12)c1cccc2ccccc12	1%
83	O=C(C1CCC(Cn2c(=O)c3sccc3n(Cc3ccccc3)c2=O)CC1)N1CCOCC1 (stereo not drawn)	-3%
84	Cc1cccc(OC(=O)c2snnc2C)c1C	-6%
85	CCN(CC)C(=O)CSc1nc2cc3c(cc2c(=O)n1CCCC(=O)NCc1ccc2c(c1)OCO2)OCO3	4%
86	Cc1noc(C)c1C(=O)N1CCC1(C)C(=O)NS(=O)(=O)c1cccs1 (stereo not drawn)	0%
87	COc1ccccc1C=NNc1nc(C)cc(=O)[nH]1	-7%
88	Cc1ccc(C)c(NC(=O)C2CCCN(S(=O)(=O)c3cccc4nsnc34)C2)c1 (stereo not drawn)	-6%
89	Cc1ccc(C(=O)c2oc3ccccc3c2NC(=O)COc2ccc(C(C)(C)C)cc2)cc1	-7%
90	COc1ccc(C)cc1NC(=O)Cn1c(=O)oc2cc(S(=O)(=O)NCc3ccccc3)ccc21	-1%[15.4 µM]

(list continues)
cpd	SMILES	Tb PYK inh
91	CC(C)C1CC(C(=O)Nc2ccccc2)C(=O)O1 (stereo not drawn)	1%
92	Cc1noc(C)c1COc1ccccc1C(=O)NCCc1ccc(F)cc1	1%
93	COc1ccccc1C(=O)Nc1cccc(C(=O)OCc2cc(=O)n3ccsc3n2)c1	-4%
94	CCOc1ccc(-c2cc(NC(=O)Nc3ccccc3Cl)c(C(=O)OC)s2)cc1	-7%
95	CN1CCN(c2ncc3nc(-c4ccc(Cl)cc4)c(=O)n(CCC#N)c3n2)CC1	-2%
96	CCCS(=O)(=O)NC(=O)C1(C)CCCN(C(=O)c2cc(OC)c(OC)c(OC)c2)C1 (stereo not drawn)	4%
97	CCCCOc1ccc(C(=O)Nc2ccc(-c3nc4ccccc4s3)cc2C)cc1	1%
98	COc1ccc(OC)c(C(=O)c2coc3cc(Br)c(O)c(Br)c23)c1	-14%
99	Cc1ccc(NC(=O)C2CCN(S(=O)(=O)c3ccc4[nH]c(=O)ccc4c3)CC2)cc1C	-2%
100	CC1(C(=O)Nc2ccc(Cl)c(Cl)c2)CCN1C(=O)Cc1cccc2ccccc12 (stereo not drawn)	-2%
101	CCOC(=O)c1c(C)[nH]c(C)c1S(=O)(=O)NCC(=O)NCc1cccc(C)c1	-11%
102	Cc1cccc(NC(=O)CC2C(=O)OCCN2Cc2ccccc2)c1 (stereo not drawn)	-1%
103	CC(=O)C1=CCC(c2ccc(Cl)cc2)N(S(=O)(=O)c2ccccc2C)C1 (stereo not drawn)	4%
104	Clc1cccc(-c2nnc(CN3CCN(c4ccccn4)CC3)o2)c1	0%
105	CC(=O)OC1CCC2(C)C(CCC3C2CC(=O)C2(C)C3CC(C(C(C)=O)C(C)=O)C2C(C)=O)C1 (stereo not drawn)	-8%
106	Cc1cccc(CCNC(=O)c2c[nH]c3ccc(S(=O)(=O)Nc4ccccc4F)cc3c2=O)c1	1%
107	COc1ccc(CCC2=NCCN2C(CC(C)C)c2nc3ccccc3[nH]2)cc1 (stereo not drawn)	2%
108	Fc1ccc(-c2nc3c(Cl)cc(C(F)(F)F)cn3c2Cc2cccc(Cl)c2)cc1	4%
109	CC(=O)NC(c1cccc(F)c1)c1nc(-c2ccccc2)cs1 (stereo not drawn)	2%
110	Cn1c(=O)n(C)c2cc(N3CCOCC3)c(NS(=O)(=O)c3cccc(C#N)c3)cc21	?
111	COc1ccc(S(=O)(=O)c2cn(C)c3cc(N4CCOCC4)c(F)cc3c2=O)cc1	-3%
112	Cc1nc(N)nc(Cl)c1CCC1OCCO1	0%
113	COc1ccc(S(=O)(=O)c2c(Nc3c(C)cccc3C)sc(C(=O)c3ccc(F)cc3)c2N)cc1	0%
114	CCN(C(=O)c1cc2c(s1)-c1ccccc1OC2)c1cccc(C(F)(F)F)c1	3%
115	O=C(Nc1ccc(OC(F)(F)F)cc1)C1CCN(S(=O)(=O)c2cccs2)CC1	2%
116	COc1ccc(CCNC(=O)Cn2cc(S(=O)(=O)Cc3cccc(Cl)c3)c3ccccc32)cc1OC	-7%[15.4 µM]
117	Cc1cc(C)cc(OCC(=O)Nc2ccc(S(=O)(=O)Nc3onc(C)c3C)cc2)c1	-25%
118	Cc1ccc(C(=O)N2c3ccccc3Sc3ccccc32)cc1	6%

Source: PubChem BioAssay
